Screening results as filed in PubChem.
SENP8 block-1 = inhibitors of human SENP8 protease. Q96LD8. purified SENP8, Z-RLRGG-aminoluciferin cleavage, luminescence. inhibition, % at 10 µM. 330,000 compounds, 1.2% hits. AID 2540; in the data active means inhibition above about 50%
Target sequence (Q96LD8 whole entry, looked up): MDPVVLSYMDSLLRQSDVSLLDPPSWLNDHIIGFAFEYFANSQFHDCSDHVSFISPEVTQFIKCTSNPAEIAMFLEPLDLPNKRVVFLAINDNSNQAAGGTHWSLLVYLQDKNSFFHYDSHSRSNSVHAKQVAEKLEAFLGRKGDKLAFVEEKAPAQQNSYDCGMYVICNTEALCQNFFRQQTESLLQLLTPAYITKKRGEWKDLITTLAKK
SENP8 block-2 = inhibitors of human SENP8 protease; Q96LD8; recombinant SENP8, Nedd8 substrate fluorescence; inhibition, % at 20 µM; 360,000 compounds, 0.64% hits; AID 602440; in the data active means inhibition mostly above about 40%, no sharp cut-off; inactive means mostly below about 27%
SENP1 inh = inhibitors of human SENP1 SUMO protease catalytic domain; Q9P0U3; recombinant SENP1 catalytic domain, CyPet-SUMO1-YPet FRET cleavage; inhibition, % at 10 µM; 360,000 compounds, 0.21% hits;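 active means inhibition at least 30% at 10 µM, raw YFP signal under a set limit, fluorescence ratio 0.5 to 1.5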;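 further: 0% = enzyme with DMSO and 100% = no enzyme wells; some results filed as inactive read as strong as hits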
Target sequence (Q9P0U3 419-644 limits assumed): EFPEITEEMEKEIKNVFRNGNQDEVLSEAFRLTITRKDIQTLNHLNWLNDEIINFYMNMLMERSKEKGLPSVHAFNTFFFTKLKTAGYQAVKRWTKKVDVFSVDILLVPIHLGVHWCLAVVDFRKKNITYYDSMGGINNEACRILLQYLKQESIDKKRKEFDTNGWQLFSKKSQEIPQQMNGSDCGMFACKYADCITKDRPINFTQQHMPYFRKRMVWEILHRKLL
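Test system: hSENP1 catalytic domain, recombinant; Amount: 20 pM final SENP1 enzyme; Medium: Tris pH 8 buffer plus EDTA, NaCl, BME, BSA, NP40, catalase; Schedule: 50 min enzyme reaction, room temperature, light-protected; Technique: FRET fluorescence in CFP and YFP emission channels; Controls: no-enzyme wells low, DMSO-plus-enzyme wells high control.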
SENP6 block = blocks the human protease SENP6; Q9GZR1; Recombinant SENP6 catalytic domain, aminoluciferin luminescence; inhibition, % at 10 µM; 330,000 compounds, 1.8% hits; AID 2599;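 active means inhibition above about 50% at the single tested dose, limit read from the data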;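 further: plate controls were DMSO wells with enzyme for no effect and DMSO wells lacking enzyme for full effect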
PfG6PD inh = PfG6PD (Plasmodium falciparum) enzyme inhibition; PfGluPho enzyme, NADPH resazurin-diaphorase fluorescence; inhibition, % at 20 µM; 350,000 compounds, 0.78% hits; AID 504690;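 active means inhibition reaching at least a set limit at 20 µM in the primary screen, cut at about 59% in these data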;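 further: 0% = DMSO wells with substrate and 100% = DMSO wells lacking glucose-6-phosphate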
UBC13 inh = human UBC13 polyubiquitination inhibition. 330,000 compounds, 0.47% hits. UBC13 polyubiquitin chain formation, TR-FRET. AID 485273. inhibition, % at 20 µM. P61088; in the data active means inhibition above about 45%, passing the limit was not always enough
Target sequence (P61088 whole entry, looked up): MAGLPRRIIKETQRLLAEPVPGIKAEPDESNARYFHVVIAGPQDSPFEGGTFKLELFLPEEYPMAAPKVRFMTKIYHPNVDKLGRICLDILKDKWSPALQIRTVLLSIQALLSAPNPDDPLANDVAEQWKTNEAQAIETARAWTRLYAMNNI
SENP7 block = inhibitors of human SENP7 protease; inhibition, % at 5 µM; Q9BQF6; 330,000 compounds, 1.5% hits; recombinant SENP7, Z-RLRGG-aminoluciferin luminescence, 40 min;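 active means inhibition above about 50% at the single test dose, limit read from the data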;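 further: plate controls were DMSO with enzyme for no effect and no enzyme buffer wells for full effect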
Target sequence (Q9BQF6 706-1050 limits assumed): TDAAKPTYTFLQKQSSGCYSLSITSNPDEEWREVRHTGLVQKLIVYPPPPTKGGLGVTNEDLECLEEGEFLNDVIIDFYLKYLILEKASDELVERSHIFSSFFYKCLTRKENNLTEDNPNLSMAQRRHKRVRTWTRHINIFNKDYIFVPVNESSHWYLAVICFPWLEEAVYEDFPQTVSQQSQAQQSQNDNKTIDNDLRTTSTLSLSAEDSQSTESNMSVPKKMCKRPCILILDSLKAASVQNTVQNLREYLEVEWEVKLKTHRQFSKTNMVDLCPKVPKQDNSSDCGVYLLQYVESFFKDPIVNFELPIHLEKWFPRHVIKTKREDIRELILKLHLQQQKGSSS
MIN6 prolif = inducers of beta-cell replication in MIN6 cells | MIN6 cells proliferation, ATPlite luminescence, 48 h; cells starved in 0.2% serum; 100% = growth in 10% serum | proliferation, % at 10 µM | 330,000 compounds, 0.29% hits;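 active means compounds whose signal lies at least 3.5 SD above the mean of all wells on their plate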;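 further: 0% = DMSO-treated cells in low-serum medium and 100% = 10% serum control; some compounds called inactive have numbers as strong as hits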
HKDC1 inh = blocks human hexokinase HKDC1 activity; recombinant HKDC1, G6PDH/diaphorase resazurin coupled fluorescence; AID 493160; inhibition, % at 20 µM; Q2TB90; 340,000 compounds, 0.16% hits;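 active means inhibition above about 35% when tested at 20 µM, limit read from the data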;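 further: plate controls were DMSO wells with enzyme for no effect and DMSO wells lacking enzyme for full effect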
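Assay system – recombinant HKDC1 (HK5) hexokinase enzyme, produced in-house · Input – HKDC1 at 5 µg/mL · Reagent – glucose plus 1 mM ATP as hexokinase substrates · Timing – 90 min reaction incubation at room temperature, dark · Measured by – G6PDH/diaphorase-coupled fluorescence, 1 mM NADP, 100 µM resazurin, 525/613 nm · Benchmarks – DMSO-enzyme wells negative, buffer-substituted wells positive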
Active calls of the source: *; i = inactive; . = not tested or not shown.

Values run as follows: SENP8 block-1	SENP8 block-2	SENP1 inh	SENP6 block	PfG6PD inh	UBC13 inh	SENP7 block	MIN6 prolif	HKDC1 inh
> Cc1cc(OCc2ccc(C(=O)Nc3ccc(C(=O)O)cc3)o2)ccc1Cl
→ -4	19	2	-1	-24	-16	-6	-5	10
> CC(=O)C1=C(C)Nc2ncnn2C1c1ccc(F)cc1 (stereo not drawn)
→ 10	11	0	-4	-4	-2	-6	-1	-3
> Cc1cc(S(=O)(=O)NC(C)c2nnc3ccccn23)ccc1Br (stereo not drawn)
→ 4	10	-2	2	-1	10	-10	2	-2
> CCCn1nc(NC(=O)c2ccco2)c2cc3cc(C)ccc3nc21
→ -4	-446	-41	-10	34	6	-8	1	0
> Cn1cnnc1SCc1ccc(C(=O)N/N=C(/CCC(=O)O)c2ccc(C(C)(C)C)cc2)cc1
→ .	2	-1	.	-12	.	.	.	-7
> CCNC(=O)NC(=O)CSc1nc2ccccc2n1CCOC
→ -15	14	3	-13	8	-5	11	-1	-9
> Cc1ccc(NC(=O)CCN2C(=O)c3ccccc3S2(=O)=O)cc1C
→ 7	7	1	-14	3	2	-5	4	0
> O=C(Nn1cnc2ccccc2c1=O)c1cccc(Cl)c1
→ 3	-4	2	-5	-8	-2	-3	-2	-4
> CCOCCCNC(=O)c1ccc(Cn2c(=S)[nH]c3c([nH]c4ccc(OC)cc43)c2=O)cc1
→ -5	-304	0	-42	45	9	-1	-2	-4
> COc1cc(C(=O)c2nccc3cc(OC)c(OC)cc23)c([N+](=O)[O-])cc1OC
→ 84*	106*	39*	95*	21	-38	90*	3	8
> CN(C)/C=C/C(=O)c1ccc(F)cc1F
→ -15	11	1	-16	7	0	-5	-1	-5
> COC(=O)c1ccc(/C=N/N2CCN(Cc3ccccc3)CC2)cc1
→ -8	20	2	-10	10	1	-8	2	-3
> O=C(N/N=C/c1cc2c(cc1Cl)OCO2)c1ccccn1
→ 47	-258	1	66*	-3	-6	2	-3	-3
> CCOC(=O)C1CCN(C(=O)CCNC(=O)c2cc(OC)c(OC)c(OC)c2)CC1
→ -6	5	1	-4	-9	-15	-5	-2	-10
> O=[N+]([O-])c1ccc(Nc2ccccc2)c2nonc12
→ -9	49*	21	-3	-13	i	1	-1	8
> CCOC(=O)C1=C(O)CCn2c1nc1ccccc12
→ 2	0	-1	2	-5	-3	2	-1	1
> CNC(=O)Nc1cc(NC(=O)NC)cc(C(F)(F)F)c1
→ -6	27	3	1	10	8	1	1	1
> Cc1cc(C(=O)CSc2nnnn2C)c(C)n1CCc1ccc(F)cc1
→ -9	1	-1	-8	10	-1	-9	2	-4
> CCS(=O)(=O)N1CCC(C(=O)Oc2ccccc2OC)CC1
→ 0	8	0	5	8	3	-1	-4	-7
> COc1ccccc1/C=C(/C(=O)OCC(=O)N(C)Cc1ccccc1)c1ccccc1
→ -3	9	0	6	3	10	1	-2	-4
> CC1CCC(NC(=O)CSc2nnnn2C)CC1 (stereo not drawn)
→ -7	9	-2	-18	7	-2	-8	1	-8
> CC(C)(C)NC(=O)CSc1nnc(NC(=O)c2ccccc2Cl)s1
→ 0	-3	1	-6	-2	-2	1	-4	-8
> CCOc1ccc(C2C(C#N)=C(N)Oc3n[nH]c(C)c32)cc1OC(=O)C1CC1 (stereo not drawn)
→ -2	-8	-8	-3	-6	-3	-9	-1	0
> COC(=O)c1ccccc1NC(=O)CCS(=O)(=O)c1cc2c(cc1C)NC(=O)CO2
→ 2	-39	2	7	-6	4	9	-5	5
> NC(=O)Cn1c(=O)n(C2CCCCC2)c(=O)c2c3c(sc21)CCCCC3
→ 8	-4	2	11	-16	-4	1	-4	9
> O=C(NCc1ccc(OC(F)(F)F)cc1)C1CC(c2c(Cl)cccc2Cl)=NO1 (stereo not drawn)
→ -4	12	-1	-4	1	2	4	-4	2
> COc1ccc(NC(=O)[C@@H]2CC=C[C@@H]3CCN(C4CCCCC4)C(=O)[C@@H]32)cc1
→ -8	15	2	0	-1	-5	-4	0	1
> O=C(O)c1ccccc1-c1ccccc1C(=O)Nc1ccc(F)cc1
→ -12	10	3	9	-22	2	-13	-1	-2
> O=c1[nH]c2ccc(Cl)cc2c(=O)n1Cc1ccco1
→ -11	3	1	-25	-2	22	-4	7.2*	-6
> COc1ccc(CN2CCNC(=O)C2CC(=O)N(C)Cc2ccon2)c(F)c1 (stereo not drawn)
→ -13	-37	-8	-10	5	-11	13	-1	-1
> CCOc1cc(S(=O)(=O)N2CCN(CC)CC2)ccc1Cl
→ -7	19	-2	-7	-6	5	-8	-2	-4
> CCc1ccc(NC(=O)C2CCN(S(=O)(=O)c3c(C)[nH]c(=O)[nH]c3=O)CC2)cc1
→ -5	4	3	-10	-7	0	8	-1	-4
> O=C1NC(=O)/C(=C\c2cn(CC(=O)N3CCOCC3)c3ccccc23)S1
→ 3	-5	-7	-14	-8	-6	4	-2	-1
> NS(=O)(=O)c1ccc(Sc2nc3ccccc3s2)c([N+](=O)[O-])c1
→ 6	19	-1	-6	2	-2	0	-6	13
> COc1ccccc1C(=O)N(CCN(C)C)c1nc2cc(C)cc(C)c2s1
→ -5	20	0	-8	13	15	-3	-4	0
> COc1ccc(-c2cc3nc(C)cc(NCCO)n3n2)cc1
→ -5	-179	-69	-7	18	1	5	-1	9
> Cn1ccnc1C(=O)c1cc(SCC(=O)NC2CC2)nc2ccccc12
→ 2	15	0	-11	-5	-14	8	-4	-2
> CCCCC(=O)OCc1c(-c2cccc(OC)c2)ncc2ccccc12
→ 0	-5	-2	10	-3	5	6	-7	-2
> O=C(COc1ccc(F)c(Cl)c1)Nc1ccc(N2CCOCC2)cc1
→ 10	16	1	-14	-13	3	3	1	14
> COc1ccc2nc(SCCOC(=O)Nc3ccc(Cl)cc3)nc(C)c2c1
→ 1	-405	3	3	8	8	5	0	-2

SENP6 block: entries above that show a hit.
molecule	SENP1 inh	SENP6 block	PfG6PD inh	UBC13 inh	SENP7 block	HKDC1 inh
COc1cc(C(=O)c2nccc3cc(OC)c(OC)cc23)c([N+](=O)[O-])cc1OC	39*	95*	21	-38	90*	8
O=C(N/N=C/c1cc2c(cc1Cl)OCO2)c1ccccn1	1	66*	-3	-6	2	-3

The list continues:
Values run as follows: SENP8 block-1	SENP8 block-2	SENP1 inh	SENP6 block	PfG6PD inh	UBC13 inh	SENP7 block	MIN6 prolif	HKDC1 inh
> Cc1ccc(C)c(-n2c3nc(=O)[nH]c(=O)c-3cc3cc([N+](=O)[O-])ccc32)c1
→ .	-3	-29	.	48	.	.	.	47*
> O=C(CN1CCN(C/C=C/c2ccccc2)CC1)Nc1cc([N+](=O)[O-])ccc1Cl
→ 0	18	0	9	-7	7	8	-2	10
> COc1ccc(NC(=O)c2cccc(S(=O)(=O)N3CCCC3)c2)cc1OC
→ -8	16	-1	4	6	-7	-8	-2	-2
> CC(CCN1C(Nc2ccccc2)=NC[C@@H]1Cc1ccccc1)c1ccccc1 (stereo partly drawn)
→ 2	4	1	-1	10	26	-1	-6	6
> CSc1nc(-c2ccccc2)nn1C(=O)c1ccco1
→ -6	11	1	0	8	10	-4	0	-2
> COc1ccc(NC(=O)CN2CCN(c3ccccc3Cl)CC2)cc1
→ -7	10	2	-13	-6	-2	-10	-1	-2
> Cc1ccc(C(=O)NCCN2CCOCC2)cc1C
→ -3	11	3	20	-7	-1	-6	-1	-6
> COc1ccc(Cl)cc1NC(=O)CN1C(=O)NC(Cc2c[nH]c3ccccc23)C1=O (stereo not drawn)
→ -6	12	1	-1	1	10	1	-4	-2
> Cc1ccc([N+](=O)[O-])c(OCCn2cnc3ccccc32)c1
→ -1	8	0	0	16	16	-1	-2	-5
> CCN(Cc1ccncc1)C(=O)c1cc(COc2ccc(F)cc2Cl)on1
→ -2	5	0	-2	1	-3	5	4	-3
> C=CCOn1c(=O)c(-c2ccc(OC)cc2)[n+]([O-])c2ccccc21
→ -3	-130	-26	-8	-3	3	4	-4	5
> O=C(COC(=O)c1ccco1)Nc1ccc2[nH]c(=O)[nH]c2c1
→ 5	19	-1	7	-3	0	9	0	0
> Cc1ccc(-c2nnn(CC(=O)N(c3cccc(F)c3)C(C(=O)NC3CCCC3)c3ccncc3)n2)o1 (stereo not drawn)
→ -6	11	0	-12	-5	-1	7	0	-7
> COc1ccc(-c2noc(C3CCCN(C(=O)Nc4ccccc4F)C3)n2)cc1 (stereo not drawn)
→ -6	6	1	0	-3	4	4	-2	-5
> O=c1c(=O)n2c(nn1Cc1ccc(F)cc1)sc1ccccc12
→ -4	-66	-1	0	-6	11	11	-3	-4
> COc1ccc(C(=O)N/N=C\C(C)=C\c2ccccc2)cc1OC
→ -6	10	1	-10	-1	-11	3	3	-5
> COc1ccc(CCNC(=O)c2cccc(S(=O)(=O)N3CCCCC3)c2)cc1
→ 4	0	3	4	-21	-5	15	0	3
> CC(C)CCNc1nc(-c2ccco2)c2c(c1C#N)CCCC2
→ -2	-406	-19	3	-27	-19	14	-3	7
> COc1ccccc1NC(=O)CSc1nnc(-c2ccncc2)o1
→ 3	2	0	-17	10	2	2	-2	3
> COc1ccc2cc3c(N)nn(C(=O)c4ccc(Cl)c([N+](=O)[O-])c4)c3nc2c1
→ -1	12	1	-4	0	-12	-8	0	16
> CC(C)(C)OC(=O)CN1C(=O)NC2(CCCc3ccccc32)C1=O (stereo not drawn)
→ 4	5	0	-5	-10	4	2	3	2
> O=C(c1ccco1)N1CCN(CC(O)COc2ccc(Br)cc2)CC1 (stereo not drawn)
→ 2	12	1	0	-2	4	2	0	-3
